Source: PubChem BioAssay (several laboratories)
AI-2 QS modul: modulators of Vibrio harveyi AI-2 quorum sensing system. AID 2094. activity change, % at 7.5 µM. Vibrio harveyi JMH597 AI-2 luminescence/OD600 ratio, 9 h; hits give low values; strain lacks LuxN and CqsS sensors; 0 = neutral-control median. actives 0.4% (n = 300,000); in the data active means activity change below about -75%, passing the limit was not always enough;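 further: luminescence divided by OD600 gain over 9 h not by final OD600 alone; inactives centre near 13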
KLF5 inh: suppresses KLF5 promoter-driven expression; DLD-1 KLF5 promoter-luciferase reporter, luminescence; actives 0.23% (n = 290,000); AID 1700; inhibition, % at 5 µM;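 active means inhibition above a per-plate limit of that plate's mean compound inhibition plus 3 SD, cut at about 60% in these data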;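 further: 0% = DMSO wells and 100% = LY294002 at 200 µM; higher means less KLF5 promoter-driven luciferase light; inactives centre near -14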
aSyn UTR inh: MLPCN primary screen, SNCA 5' untranslated region; AID 1813; actives 0.82% (n = 300,000); inhibition, % (tested at 7.5 µM); alpha-synuclein 5'UTR reporter, inhibitor activity; in the data active means inhibition above about 60%;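 further: H4 neuroglioblastoma cells stably carrying SNCA 5'UTR luciferase fusion; 0% = DMSO wells and 100% = positive control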
HSF1 activator: increases HSF-1 driven luciferase reporter signal | NIH3T3-HGL HSF-1 luciferase reporter, MG132, 8 h; 100% = twice DMSO control signal | activation, % at 9 µM | actives 1.7% (n = 300,000) | AID 504408;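 active means mean replicate activation of at least 50% with a set share of replicates each reaching 50%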;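 further: 0% = median of the neutral control wells and 100% = twice that signal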
GSK3 alpha inh: blocks human GSK-3 alpha kinase | ADP-Glo luminescence, 60 min | actives 0.1% (n = 320,000) | inhibition, % at 10 µM | AID 2650 | P49840;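 in the data active means inhibition above about 50%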;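 further: GST-tagged GSK-3 alpha with peptide substrate and 25 µM ATP; 0% = DMSO neutral wells and 100% = GW8510 positive control wells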
Target sequence (P49840 whole entry, looked up): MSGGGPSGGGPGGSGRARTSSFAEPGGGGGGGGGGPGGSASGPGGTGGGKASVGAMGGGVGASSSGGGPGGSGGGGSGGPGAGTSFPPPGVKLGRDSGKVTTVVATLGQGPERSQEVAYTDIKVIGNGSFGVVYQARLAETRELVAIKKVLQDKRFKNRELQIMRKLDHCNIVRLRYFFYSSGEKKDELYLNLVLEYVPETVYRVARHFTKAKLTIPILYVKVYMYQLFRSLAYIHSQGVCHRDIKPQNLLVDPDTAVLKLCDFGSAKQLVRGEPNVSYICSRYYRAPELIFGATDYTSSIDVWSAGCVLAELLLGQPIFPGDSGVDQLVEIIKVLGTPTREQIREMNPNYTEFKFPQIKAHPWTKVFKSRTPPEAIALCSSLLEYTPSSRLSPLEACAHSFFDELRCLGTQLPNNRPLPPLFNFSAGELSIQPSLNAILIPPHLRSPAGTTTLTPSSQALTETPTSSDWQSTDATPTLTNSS
GSK3beta inhib: human GSK3beta kinase inhibition. AID 2097. actives 0.038% (n = 300,000). activity score (negative = inhibition), % at 10 µM. P49841. GST-GSK3beta kinase, ADP-Glo luminescence, 60 min; hits give low values;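 active means more than half of replicate wells score below -50%, meaning over 50% inhibition versus plate controls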;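 further: 0% = median DMSO wells and -100% = median GW8510 positive control wells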
Target sequence (P49841 whole entry, looked up): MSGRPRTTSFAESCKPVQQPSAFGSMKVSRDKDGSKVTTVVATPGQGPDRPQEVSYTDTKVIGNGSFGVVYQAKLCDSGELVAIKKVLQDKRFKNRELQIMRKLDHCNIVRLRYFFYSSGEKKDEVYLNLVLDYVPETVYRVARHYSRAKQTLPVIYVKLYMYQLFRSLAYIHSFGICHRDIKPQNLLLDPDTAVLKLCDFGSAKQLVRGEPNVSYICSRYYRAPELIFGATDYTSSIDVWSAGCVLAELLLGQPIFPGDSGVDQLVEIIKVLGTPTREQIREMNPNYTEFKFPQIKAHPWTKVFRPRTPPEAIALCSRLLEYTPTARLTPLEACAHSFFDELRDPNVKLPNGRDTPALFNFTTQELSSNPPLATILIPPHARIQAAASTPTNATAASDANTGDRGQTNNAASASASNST
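Assay system: GST-tagged human GSK3beta kinase, cell-free; Input: 1.6 ng GSK3beta; Medium: Tris/MgCl2 kinase buffer; Timing: 60 min enzyme reaction, room temperature; Signal: ADP-Glo luminescence quantifying ADP generated by kinase; Evaluation: score relative to plate controls; Benchmarks: DMSO neutral wells and GW8510 at 20 µM as positive.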
IEC-6 cytotox: kills IEC-6 intestinal cells in KLF5 counter-screen; IEC-6 cytotoxicity, luminescence viability; inhibition, % at 5 µM; actives 0.78% (n = 290,000); AID 1825; in the data active means inhibition above about 22%;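 further: 0% = plate median of test compound wells and 100% = cytotoxic reference compound wells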
PolyA inhibitor: blocks polyadenylation in yeast reporter cells; AID 1875; calls only at 12 µM; actives 0.02% (n = 300,000); S. cerevisiae SKY197-pL101 polyadenylation reporter, beta-gal luminescence; efflux-impaired pdr1/pdr3 knockout yeast; score 100 = 6 SD above DMSO;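 active means lowest replicate activity score at least 50, where 100 means six control SD above control mean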;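 further: yeast exposed to compound for 9 h at 30 °C; higher score means more reporter readthrough which indicates perturbed polyadenylation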
HSF1 inhib: HSF1 inhibition | AID 2098 | activity change, negative = inhibition, % at 7.5 µM (by protocol) | NIH3T3-HGL HSE-luciferase, MG132-induced, luminescence 8 h; hits give low values | actives 0.77% (n = 300,000);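 active means more than half of replicate wells show activity change below -50%, luminescence cut by over half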;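 further: luciferase reports HSF-1 transcriptional activity via heat shock element; 0% = median of DMSO wells and -100% = zero luminescence signal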
HSP90 inh: blocks HSP90-mediated luciferase refolding in reticulocyte lysate; Rabbit reticulocyte lysate, luciferase refolding luminescence, 3 h; inhibition, % at 5.6 µM; actives 0.91% (n = 290,000);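 active means inhibition above the screen-wide mean plus 3 SD, computed separately per campaign, cut at about 16% in these data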;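 further: 0% = DMSO wells and 100% = 60 µM geldanamycin wells; inhibitors lower the luminescence because luciferase stays unfolded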
Numbers without * were called inactive; i = inactive; . = not tested or not shown; & = joins results of further samples. The list is partial, so the mix of outcomes need not match the whole.

item | smiles | HSP90 inh | HSF1 inhib | GSK3 alpha inh | AI-2 QS modul | aSyn UTR inh
1 | CN1CCN(C(=O)C2CCC(=O)N(Cc3cccc(C(F)(F)F)c3)C2)CC1 (centres undefined) | -1 | -1 | -3 | 0 | 5
2 | COC(=O)c1cc(C(=O)Nc2nnc(CC(C)(C)C)s2)cc([N+](=O)[O-])c1 | 0 | -8 | -2 | 11 | -4
3 | CCC(OCC(O)CN1CCCCC1)c1ccccc1 (centres undefined) | -1 | -11 | 3 | 10 | 9
4 | CCN1/C(=C/C(C)=C/c2sc3ccccc3[n+]2CC)Sc2ccccc21 | 1 | 3 | 48 | -170* | 100*
5 | COc1cc(OC)cc(C(=O)N2CCN(Cc3ccccc3[N+](=O)[O-])CC2)c1 | 4 | -8 | 0 | 33 | 8
6 | Cc1ccc(N2CCN(/N=C/c3sccc3C)CC2)cc1 | -1 | . | 1 | 8 | .
7 | Cc1ccc(NS(=O)(=O)c2cccc3nsnc23)cc1 | 6 | 6 | 0 | 0 | -4
8 | COc1ccccc1NC(=O)c1ccc2snnc2c1 | 1 | 2 | -1 | 2 | -3
9 | COc1cc(CNC2CCCC2)cc(OC)c1OC | -2 | -5 | 2 | 17 | -13
10 | C#CCOn1c(-n2nc(C)cc2C)nc2ccccc2c1=O | -1 | 4 | -2 | 20 | -5

item | GSK3beta inhib | IEC-6 cytotox | HSF1 activator | PolyA inhibitor | KLF5 inh
1 | -2 | -8 | 0 | i | -5
2 | 1 | 3 | 9 | i | -37
3 | -26 | -2 | 2 | i | -22
4 | -33 | 18 | -9 | i | -19
5 | 0 | -10 | 2 | i | -18
6 | 3 | 6 | . | i | -17
7 | -1 | 9 | 3 | i | -1
8 | 5 | 5 | -18 | i | -24
9 | -4 | -3 | 18 | i | 11
10 | -3 | -8 | 11 | i | -32

Further results
item | smiles | HSP90 inh | HSF1 inhib | GSK3 alpha inh | AI-2 QS modul | aSyn UTR inh
11 | COc1ccccc1C(=O)NNC(=O)c1ccc(NS(=O)(=O)c2cccs2)cc1 | 0 | -3 | 0 | 6 | 20
12 | C/C(=C\C(=O)c1ccccc1)Nc1ccc(O)cc1 | 8 | 11 | -2 | 15 | -102
13 | CC1=Nc2ccc(C)cc2/C1=C/c1c(N)n2oc(C)cc2nc1=O | -2&6 | -6&1 | 7&1 | 16&8 | -26&-1
14 | CC(C)c1ccccc1-n1c(SCC(=O)N2CCc3ccccc3C2)nc2ccccc2c1=O | 4 | 8 | -7 | 14 | 24
15 | Cc1ccc(NC(=O)N(C2CCCCC2)C(C)c2cccnc2)cc1C (centres undefined) | 1 | -12 | -3 | 1 | -23
16 | COCCn1cc(C(=O)N2CCN(C)CC2)c2c3ccccc3n(C)c2c1=O | -1 | 2 | 0 | 28 | -5
17 | Cc1ccc2cccc(Oc3ccc([N+](=O)[O-])cc3[N+](=O)[O-])c2n1 | -1 | 5 | 1 | 9 | 10
18 | O=C(CSc1nnc2c(Cl)cc(C(F)(F)F)cn12)Nc1ccc2c(c1)OCO2 | -4 | 0 | -1 | 2 | -9
19 | O=C(CSc1nnc(Cc2ccccc2)n1-c1ccc(Cl)cc1)N1CCOCC1 | -2 | . | 0 | 24 | 33
20 | Cn1c(O)c(N=NC(=O)c2cccc(S(=O)(=O)N3CCCCC3)c2)c2ccccc21 | -8 | -7 | 1 | 1 | 17

item | GSK3beta inhib | IEC-6 cytotox | HSF1 activator | PolyA inhibitor | KLF5 inh
11 | 0 | -1 | 6 | i | -32
12 | 4 | 1 | 9 | i | -49
13 | 1&2 | 0&-3 | 5&16 | i | -36&-18
14 | 3 | 6 | 32 | i | 33
15 | 3 | 1 | 2 | i | -42
16 | -3 | -2 | 3 | i | 20
17 | -1 | -3 | 34 | i | -17
18 | 1 | 2 | 7 | i | -41
19 | 0 | -2 | . | i | -5
20 | -3 | 7 | -12 | i | 8

Later entries:
item | smiles | HSP90 inh | HSF1 inhib | GSK3 alpha inh | AI-2 QS modul | aSyn UTR inh
21 | CCC1CCCCN1C(=O)CSC1=NN2CCCC(=O)N=C2S1 (centres undefined) | -2 | -2 | 0 | 16 | -3
22 | Cc1ccc(C(=O)N2CCc3cc4c(cc3C2C)OCCCO4)cc1 (centres undefined) | -1 | -2 | 3 | 14 | 22
23 | COc1ccc(-c2nc(NC(=O)C3CCN(c4nc5ccccc5o4)CC3)sc2C)cc1 | -1 | -4 | -6 | 39 | -4
24 | Cc1cc(C)n(-c2ccc(C(=O)NC(C)C)cc2)n1 | -2 | -1 | -1 | 1 | 3
25 | CN1CCCC(OC(=O)c2cc(Cl)ccc2Cl)C1 (centres undefined) | 4 | -2 | -25 | 16 | 21
26 | COc1ccc(Cc2nnc(NC(=O)c3ccccc3F)s2)cc1OC | -5 | -24 | -3 | 22 | 21
27 | Cc1nn(CCC(=O)O)c2nc(-c3cccnc3)cc(C(F)(F)F)c12 | 0 | -1 | -1 | 20 | -9
28 | CN(C)CC(C)(C)CNS(=O)(=O)CC12CCC(CC1=O)C2(C)C (centres undefined) | -2 | 3 | -2 | 9 | 7
29 | Cc1ccc(NC(=O)C(=O)NC2CCCCC2)cc1 | 1 | 17 | -2 | 5 | -149
30 | COc1ccccc1C(=O)Nc1ccccn1 | 3 | 0 | -1 | 23 | 5

item | GSK3beta inhib | IEC-6 cytotox | HSF1 activator | PolyA inhibitor | KLF5 inh
21 | 0 | 1 | -6 | i | -24
22 | 2 | 11 | 10 | i | -24
23 | 3 | -5 | -5 | i | -1
24 | 3 | 4 | 31 | i | 1
25 | 1 | -1 | -4 | i | -15
26 | -1 | -2 | -34 | i | -34
27 | 4 | 8 | -6 | i | -4
28 | -1 | 0 | 5 | i | -23
29 | -1 | -4 | 46 | i | -78
30 | 5 | 3 | 37 | . | -59

Other compounds:
item | smiles | HSP90 inh | HSF1 inhib | GSK3 alpha inh | AI-2 QS modul | aSyn UTR inh
31 | CCn1c(-c2ccccc2)csc1=Nc1ccc(S(=O)(=O)O)cc1 | 1 | -4 | -4 | 21 | 10
32 | O=C(NCCC(=O)N1CCCCC1)c1ccc(Br)cc1 | -1 | 13 | -2 | -2 | -58
33 | COc1ccc(N2C(=O)/C(=C/c3ccc([N+](=O)[O-])cc3)N=C2C)cc1 | 0 | 0 | -1 | 15 | -16
34 | CC(=O)NCCC(=O)Nc1ccc(C(N)=O)cc1 | -1 | -1 | 0 | 25 | 0
35 | O=C(Nc1ccon1)Nc1ccccc1C(F)(F)F | -3 | -3 | 1 | 20 | -3
36 | CCOC(=O)c1c(C)n(CC)c2c1cc(O)c1ccccc12 | -7 | 14 | -1 | 19 | -5
37 | CCOC(=O)c1c(S(=O)(=O)NCC(=O)Nc2cccc(F)c2)c(C)n(C)c1C | -4 | -3 | 0 | 24 | -7
38 | CCOc1ccc(S(=O)(=O)N2CCCC(C(=O)Nc3cc(C)cc(C)c3)C2)cc1 (centres undefined) | -2 | 6 | -1 | 8 | 25
39 | Cc1cccc(NS(=O)(=O)c2ccc3c(c2)OCCO3)c1 | 0 | 1 | -1 | 41 | -2
40 | COc1ccc(OCc2nc(N)nc(Nc3cccc(C)c3C)n2)cc1 | 1 | . | -3 | 17 | .

item | GSK3beta inhib | IEC-6 cytotox | HSF1 activator | PolyA inhibitor | KLF5 inh
31 | 3 | 1 | -4 | i | -5
32 | 0 | 0 | 18 | i | -56
33 | 3 | -5 | 12 | i | -13
34 | 1 | -1 | -9 | i | -5
35 | 3 | -4 | 2 | i | -40
36 | 0 | 2 | 11 | i | -15
37 | 0 | 0 | 25 | i | -13
38 | 0 | -8 | -18 | i | 19
39 | -2 | -5 | 0 | i | -15
40 | 4 | -3 | . | . | -10

Continued.
item | smiles | HSP90 inh | HSF1 inhib | GSK3 alpha inh | AI-2 QS modul | aSyn UTR inh
41 | COC(=O)CN(c1ccc(Cl)cc1C)S(C)(=O)=O | 1 | -7 | 3 | 17 | 2
42 | COc1cccc(N2CCN(c3ccc4nnc(CCC(=O)Nc5ccc(F)cc5F)n4n3)CC2)c1 | 1 | 4 | -1 | 5 | 18
43 | Cc1cccc(NC(=O)CSc2nnc(-c3ccc(S(=O)(=O)N4CCCC4)cc3)o2)c1 | 0 | 18 | 1 | 28 | -16
44 | CCOCCCNC(=O)C1(O)c2cc(Br)ccc2NC(=O)N1c1ccc(C)c(C)c1 (centres undefined) | 1 | -6 | 1 | 5 | -4
45 | CC1(C)Cc2nc(N3CCOCC3)c(C#N)cc2CO1 | 4 | -5 | -2 | 19 | 14
46 | Cc1cc(NC(=O)CSc2nnc(C)n2-c2ccccc2C)no1 | -2 | -1 | 0 | 12 | -6
47 | Cc1ccc(NC(=O)CN(C)C(=O)/C=C/c2cccc(F)c2)cc1 | 2 | -6 | 0 | 22 | -17
48 | CCCCn1c(N)c(N(CC(C)C)C(=O)c2ccc(S(=O)(=O)N3CCC(C)CC3)cc2)c(=O)[nH]c1=O | . | -4 | -1 | 22 | 9
49 | O=C(CNc1ccc(Br)cc1)NNC1=NCCC1 | -3 | 1 | . | 11 | -32
50 | CCCCCn1c(=O)c(-c2nc3ccccc3[nH]2)c(O)c2ccccc21 | -4 | 1 | 4 | 15 | 38

item | GSK3beta inhib | IEC-6 cytotox | HSF1 activator | PolyA inhibitor | KLF5 inh
41 | 1 | 4 | -6 | . | -4
42 | . | 0 | 6 | i | -35
43 | 3 | 2 | 34 | i | -23
44 | -2 | 1 | 6 | i | 4
45 | 1 | 1 | 6 | i | -5
46 | -2 | 1 | -9 | i | -44
47 | 0 | 2 | 8 | i | -11
48 | -2 | . | 3 | i | .
49 | 1 | -6 | 7 | i | -13
50 | 1 | 6 | 17 | i | 7

Other results.
item | smiles | HSP90 inh | HSF1 inhib | GSK3 alpha inh | AI-2 QS modul | aSyn UTR inh
51 | O=C(COc1ccc(Cl)cc1)Nc1ccccc1C(=O)NCc1cccnc1 | 2 | 9 | -2 | 10 | -7
52 | COc1ccnc(Oc2ccccc2)c1C(=O)N/C=N/OCc1ccc(F)cc1Cl | -2 | -42 | -3 | 21 | -5
53 | CC(C)Cc1nnc(NC(=O)CCC(=O)N2CCN(Cc3ccccc3)CC2)s1 | -6 | 0 | -2 | 20 | 15
54 | C=CCn1c(SCC(=O)N(C)C2CCS(=O)(=O)C2)nnc1-c1ccncc1 (centres undefined) | 0 | 6 | . | 31 | -18
55 | Cc1c(C)c2c(OCC(=O)NCc3ccncc3)cc3c(c2oc1=O)CCC(C)(C)O3 | -8 | 2 | -2 | 22 | 30

item | GSK3beta inhib | IEC-6 cytotox | HSF1 activator | PolyA inhibitor | KLF5 inh
51 | -1 | -1 | 21 | i | -10
52 | -4 | 2 | -48 | i | -28
53 | 1 | -4 | 3 | i | -15
54 | -6 | -10 | 9 | i | -2
55 | 0 | -6 | 28 | i | -42
